From PubChem BioAssay
CXXC DNA block – inhibitors of human MLL CXXC domain-DNA interaction. AID 2662. Potency, µM (doses to about 115 µM), without a hit: at the top dose activity change, negative = inhibition, most hits filed as inhibitors. Q03164. MLL-CXXC / FITC-HOXA9 DNA fluorescence polarization. 290,000 compounds, 0.037% hits; active means well fitted inhibition curve with a large enough effect in the polarisation, with a control signal flat, not every such curve was filed as active; inconclusive means small, poorly fitted or top-dose-only effect, or effect the other way, or a change in a side signal; inactive means no such curve, though single readings can be large or run the other way; the % refers to the polarisation; further: potency means the concentration at half of the fitted maximal effect
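Steps: dispense CXXC domain solution (7 uM) → pin compounds or unlabeled HOX-A9 DNA control → 5 min ambient → add FLSN-HOX-A9 solution (50 nM) → spin → 30 min ambient → fluorescence polarization. Tris pH 7.5/NaCl/DTT/BSA buffer.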
BRCA1 expr up – activators of BRCA1 expression; MCF7-BRCA1-FFLuc reporter, luminescence, 48 h; response scale: scaled: vehicle 0%, 10 µM genistein 100%; Potency, µM (top dose mostly 46.1 µM), for inactives: at the top dose activation, most hits filed as activators; 380,000 compounds, 1.1% hits; AID 624202; further: potency means the concentration at half of the fitted maximal effect; nearly all actives have a fitted effect of over 80% in size; some results filed as inactive show a strong effect at the top dose
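Cells: MCF7-BRCA1-FFLuc, 2000/well. Exposure: 48 h, 37 °C, 5% CO2. Read: luminescence, 15 min post-substrate. Controls: genistein 10 microM (maximal activation), DMSO (neutral).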
TRPV1 ag – agonists of human vanilloid receptor 1 (TRPV1); Q8NER1; TRPV1-expressing cells, Fluo-8 calcium influx, agonist mode; 320,000 compounds, 0.19% hits; activation, % at 8.33 µM; in the data active means activation above about 80%; inconclusive means between about 30% and that limit; further: 0% is about no effect
Target sequence (Q8NER1 whole entry, looked up): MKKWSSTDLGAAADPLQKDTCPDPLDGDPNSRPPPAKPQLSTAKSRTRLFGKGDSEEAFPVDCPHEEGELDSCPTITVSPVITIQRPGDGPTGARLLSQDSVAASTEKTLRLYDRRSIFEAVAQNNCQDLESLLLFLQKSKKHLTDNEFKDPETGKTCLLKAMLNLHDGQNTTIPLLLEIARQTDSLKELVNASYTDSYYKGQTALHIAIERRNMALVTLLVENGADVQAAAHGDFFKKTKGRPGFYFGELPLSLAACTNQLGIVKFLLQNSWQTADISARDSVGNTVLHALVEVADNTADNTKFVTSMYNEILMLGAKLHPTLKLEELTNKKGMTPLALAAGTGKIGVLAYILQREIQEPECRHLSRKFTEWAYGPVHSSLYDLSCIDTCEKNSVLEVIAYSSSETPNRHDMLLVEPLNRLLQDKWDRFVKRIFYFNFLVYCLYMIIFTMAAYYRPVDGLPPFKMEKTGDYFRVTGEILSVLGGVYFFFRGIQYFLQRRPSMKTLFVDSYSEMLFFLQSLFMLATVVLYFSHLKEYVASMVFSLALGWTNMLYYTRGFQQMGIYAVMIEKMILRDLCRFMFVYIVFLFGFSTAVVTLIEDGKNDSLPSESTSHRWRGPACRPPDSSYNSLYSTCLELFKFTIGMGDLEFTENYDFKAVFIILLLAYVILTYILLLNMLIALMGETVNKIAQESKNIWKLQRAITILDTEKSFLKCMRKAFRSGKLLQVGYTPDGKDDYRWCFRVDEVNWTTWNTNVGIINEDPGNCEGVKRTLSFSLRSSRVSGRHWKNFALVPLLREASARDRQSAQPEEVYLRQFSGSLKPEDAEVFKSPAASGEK
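TRPV1-expressing cells were cultured overnight at 35.5C and loaded with Fluo-8 calcium dye for 40 to 90 min at room temperature. After a 10 s baseline, compound was added and calcium influx was read kinetically for 3 min (ex 480/em 520 nm).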
p53 reactivation – mutant p53 re-activation in reporter cells; H1299 p53-A138V BP100-luciferase reporter, luminescence, 24 h; 320,000 compounds, 0.063% hits; Potency, µM (series often up to 92.2 µM), inactives show top-dose activity change, positive = activation, actives largely listed as activators; further: potency means the concentration at half of the fitted maximal effect; % of control where 0% means no effect; nearly all actives have a fitted effect of over 45% in size
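H1299 (p53-null), stable ts p53-A138V + BP100-Luc; 1000 cells/well, Opti-MEM/10% FBS; cpd 4 pt, 1:5; 24 h, 37 deg C, 5% CO2; detection reagent 10 min RT; luminescence.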
a7 integrin act – activators of alpha7 integrin expression for muscular dystrophy; alpha7betagal myoblasts, beta-gal FDG fluorescence, 48 h; Potency, µM (doses to about 38.3 µM), inactives show top-dose activation, hits mostly activators; 350,000 compounds, 0.064% hits; AID 624291;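 further: potency means the concentration at half of the fitted maximal effect; 100% = response of the positive control SU9516; nearly all actives have a fitted effect of over 60% in size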
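Alpha7betagal+/- myoblasts (passage 13) were plated 16-24 hr, then exposed to compounds (1:260 dilution of DMSO stock) for 48 hours at 37C. After MPER lysis, β-galactosidase reporter activity was read as FDG fluorescence (ex 480/em 540) after 30 minutes.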
ELG1 DNA repair – ELG1-dependent DNA repair inhibition; HEK293T ELG1-luciferase reporter, luminescence, 16 h; DNA damage induced by 5-fluorouridine; Potency, µM (top dose mostly 46.1 µM), without a hit: top-dose activity change, negative = inhibition, hits mostly inhibitors; 330,000 compounds, 2.3% hits; further: potency means the concentration at half of the fitted maximal effect; on the % scale 0 is the no-effect control and ±100 the full control effect; nearly all actives have a fitted effect of over 55% in size
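Cells (2,000 per well) received 5-fluorouridine plus test compound or DMSO and were incubated 16 hr at 37 °C, 5% CO2. Luciferase activity was read by luminescence 30 min after ONE-Glo addition; signal suppression marked inhibition of damage-induced ELG1 function.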
A-T KAP1 phos – candidate therapy for ataxia-telangiectasia. […] A-T fibroblasts, KAP-1 phosphorylation AlphaLISA; neocarzinostatin DNA damage 30 min before lysis. Potency, µM (doses to about 57.5 µM), for inactives: at the top dose activation, most hits filed as activators. 320,000 compounds, 0.19% hits. AID 485349; further: potency means the concentration at half of the fitted maximal effect; % of control where 0% means no effect; nearly all actives have a fitted effect of over 45% in size
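hTERT-immortalized A-T patient fibroblasts ([…]), 500 cells/well in OPTI-MEM, 1% FBS, got compounds for 60 min, then NCS for 30 min at 37C. Lysates were then assayed for phospho-KAP-1 by AlphaLISA (anti-pKAP1 donor, anti-KAP1 acceptor beads), 6 hr at 25C.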
TCR activator – activators of T cell receptors. primary human leukocytes, anti-CD3, IL-2 HTRF, 48 h. Potency, µM (top dose mostly 9.22 µM), inactives show at the highest dose activation of IL-2 secretion, usual class: activators. 330,000 tested, under 10 active. AID 504894; further: % of control where 0% means no effect
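48 hr co-incubation of compounds, a-CD3 beads and primary human leukocytes; IL-2 quantified homogeneously by HTRF with anti-IL-2 K and d2 conjugates.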
B2AR arrestin – recruits beta-arrestin to the human beta2-adrenergic receptor; beta-arrestin recruitment to beta2AR, cell-based reporter; Potency, µM (doses to about 46.1 µM), for inactives: at the top dose activation, most hits filed as activators; 330,000 compounds, 0.02% hits; AID 492947;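 further: potency means the concentration at half of the fitted maximal effect; 0% = DMSO controls and full agonism = EC100 isoproterenol or metaproterenol; nearly all actives have a fitted effect of over 65% in size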
PTAP TSG101 blk – blocks PTAP/TSG101 interaction to inhibit HIV-1 budding; Q99816; Potency, µM (highest dose often 115 µM), for the others: top-dose activity change, negative = inhibition, hits mostly inhibitors; 340,000 tested, under 10 active; Fluorescence polarization, FITC-PTAP peptide / Tsg101 binding; AID 493005; active means well fitted inhibition curve with a large enough effect in the main read-out, with a control signal flat, not every such curve was filed as active; inconclusive means small, poorly fitted or top-dose-only effect, or effect the other way, or a change in a side signal; inactive means no such curve, though single readings can be large or run the other way; further: potency means the concentration at half of the fitted maximal effect; % of control where 0% means no effect
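Tsg101 binding domain (10 uM final) was mixed with compound and a FITC-labeled PTAP peptide (50 nM final) in HEPES pH 7.5 buffer with NaCl, Tween 20, EDTA and TCEP; fluorescence polarization was read after 20 min at r.t.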
Active calls of the source: *; u = inconclusive; x = no result given; [ ] = dose if it differs, or a comment. Unless noted, the call rests on the fitted dose curve; in most records, active means well fitted curve in the direction sought with a large enough effect; inconclusive means small, poorly fitted or top-dose-only effect, or another doubt; inactive means no such curve, though single readings can be large; an effect the other way counts as inactive or inconclusive.

Screens by letter: A = CXXC DNA block; B = BRCA1 expr up; C = TRPV1 ag; D = p53 reactivation; E = a7 integrin act; F = ELG1 DNA repair; G = A-T KAP1 phos; H = TCR activator; I = B2AR arrestin; J = PTAP TSG101 blk
COC(=O)CC1C(=O)NCCN1C(=O)c1ccc2oc(C(C)C)nc2c1 (stereo not given)
  A: 8%	B: -3%	C: -1	D: 11%	E: -29%	F: 7%	G: 0%	H: -7%	I: 0.0%	J: 2%
O=C(NCC(c1cccs1)N1CCOCC1)c1cc(Cl)ccc1[N+](=O)[O-] (stereo not given)
  A: x	B: -2%	C: 1	D: -3%	E: 2%	F: 13%	G: -2%	H: -5%	I: 0.0%	J: 0%
CC(C)(C)OC(=O)NCCCCCNC(=O)c1nc[nH]c1C(=O)NCC(=O)OCc1ccccc1
  A: x	B: 12%	C: x	D: 1%	E: -23%	F: 2.6µM*	G: -8%	H: 5%	I: 0.1%	J: -3%
COC(=O)C1=NN(C(=O)c2ccc(Cl)cc2)C(O)(c2ccccc2)C1 (stereo not given)
  A: u	B: 4%	C: 10	D: 4%	E: 19%	F: 1%	G: -3%	H: 0%	I: 12%	J: -8%
Cc1c(C(=O)OCC(=O)N(C)c2ccccc2)cccc1[N+](=O)[O-]
  A: 3%	B: 5%	C: 8	D: -3%	E: 30%	F: 6%	G: -4%	H: 1%	I: 0.0%	J: -5%
C=CCn1c(O)c2ccc(C(=O)N=NC(=O)c3ccc(F)cc3)cc2c1O
  A: x	B: -1%	C: -1	D: 2%	E: -12%	F: 0%	G: -6%	H: 1%	I: -3.2%	J: -1%
N#CCc1c(C#N)c(N)nc(Nc2ccccc2)c1C#N
  A: 23%	B: -31%	C: 2	D: -3%	E: -5%	F: 2%	G: -5%	H: -1%	I: 5.1%	J: -4%
COc1ccc(NC(=O)NNc2cc(N3CCOCC3)nc(N3CCOCC3)n2)cc1
  A: 12%	B: -10%	C: -3	D: 0%	E: 9%	F: -16%	G: -13%	H: 10%	I: 0.0%	J: 1%
CCSc1nc(N2CCCCC2)c2c(c1C#N)CCCC2
  A: -9%	B: -13%	C: 1	D: 0%	E: 2%	F: -3%	G: x	H: -11%	I: 0.0%	J: 2%
COc1cc(C=O)ccc1OC(=O)c1cccnc1
  A: 30%	B: -7%	C: 0	D: x	E: 10%	F: 2%	G: 4%	H: -1%	I: -0.3%	J: -6%
Cc1nnc(OC(C)C)c2nn(-c3ccccc3F)c(C)c12
  A: 25%	B: 25%	C: 16	D: -2%	E: 12%	F: -1%	G: -8%	H: 4%	I: 0.3%	J: -6%
CC#CCN1c2ccccc2[C@]23C[C@@H](C(=O)OC)N=C2NC(C(=O)OC)=C(C(=O)OC)[C@H]13
  A: 1%	B: 7%	C: 5	D: 3%	E: 16%	F: 20%	G: 26%	H: 1%	I: -2.1%	J: 0%
CCCC(=O)n1nc(-c2ccc(C)cc2)nc1NCc1ccco1
  A: 0%	B: u	C: 8	D: 14%	E: -23%	F: u	G: 3%	H: -2%	I: 4.0%	J: 1%
CC(C)COP(=O)(c1ccc(N(C)C)cc1)C(O)c1ccncc1 (stereo not given)
  A: -8%	B: 2%	C: -2	D: 1%	E: 8%	F: -7%	G: 7%	H: 7%	I: -0.5%	J: -9%
Cc1cccc(OCC(=O)NCCNC(=O)c2ccccn2)c1
  A: 1%	B: -16%	C: 1	D: 0%	E: 3%	F: -1%	G: 1%	H: -1%	I: 0.0%	J: -5%
Cc1nn(Cc2ccc(Cl)c(Cl)c2)c(C)c1NC(=O)c1noc2c1CCCCC2
  A: 7%	B: -56%	C: -1	D: -3%	E: -37%[inhibitor]	F: 1%	G: -8%	H: 6%	I: 0.4%	J: -7%
Cn1c(SCc2ccccn2)nc2c1c(=O)[nH]c(=O)n2C
  A: 14%	B: -11%	C: -2	D: 2%	E: -20%	F: -8%	G: -11%	H: -6%	I: -0.1%	J: -4%
CC(C)CNC(=O)C(=O)NCC1OCCCN1S(=O)(=O)c1ccc2c(c1)OCCO2 (stereo not given)
  A: -6%	B: 1%	C: 5	D: 17%	E: -6%	F: -3%	G: 2%	H: -3%	I: -1.0%	J: -1%
CCN(CC)S(=O)(=O)c1ccc(N2CCCCC2)c(NC(=O)/C(C#N)=C/c2ccc(OC)cc2)c1
  A: -2%	B: -19%	C: 1	D: -6%	E: -17%	F: u	G: -5%	H: 1%[46.1 µM]	I: -0.6%	J: -3%
c1csc(-c2nn3c(C4CCCCC4)nnc3s2)c1
  A: x	B: -7%	C: x	D: x	E: 25%	F: x	G: x	H: 2%	I: x	J: -6%
NC(=S)N/N=C/c1c(O)c(Br)cc2oc3c(c12)CCCC3
  A: 16%	B: -48%	C: 1	D: 0%	E: 8%	F: 21µM*	G: -7%	H: 1%	I: 0.5%	J: -7%
CC1CC(=O)Nc2cc([N+](=O)[O-])ccc2N1 (stereo not given)
  A: 22%	B: 5%	C: -4	D: 1%	E: -29%	F: 8%	G: 10%	H: -6%	I: -1.0%	J: -5%
COc1nc(C)ccc1-c1noc(-c2ccncc2)n1
  A: -4%	B: u	C: 2	D: u	E: -17%[7.66 µM]	F: u	G: 1%	H: 0%[46.1 µM]	I: -0.3%	J: -6%
Cc1cccc(C)c1NC(=O)NC1CCc2ccccc21 (stereo not given)
  A: 9%	B: 0%	C: -1	D: -2%	E: 0%	F: -3%	G: -14%	H: 5%	I: -1.1%	J: -8%
Cc1c(C(=O)NCc2cccnc2)oc2c1C(=O)CC(C)(C)C2
  A: -1%	B: 10%	C: -2	D: 9%	E: -8%	F: -15%	G: -2%	H: x	I: -0.2%	J: -5%
Cn1c(=O)c(C(=O)CSc2nncs2)c(N)n(Cc2ccccc2)c1=O
  A: -5%	B: 9%	C: -1	D: -1%	E: -31%	F: u	G: 15%	H: 3%	I: 0.4%	J: -11%
O=C(Nc1cc(S(=O)(=O)N2CCOCC2)ccc1N1CCOCC1)c1cccs1
  A: x	B: -17%	C: 4	D: 5%	E: -9%	F: 0%	G: 4%	H: 0%	I: -0.9%	J: -4%
Cc1[nH]c2ccccc2c1/C=C/c1nc2ccccc2c(=O)n1-c1ccc([N+](=O)[O-])cc1
  A: 16%	B: -10%	C: 0	D: -8%	E: -2%	F: u	G: 1%	H: 0%[46.1 µM]	I: -0.6%	J: 0%
O=c1[nH]c(CSc2nnc3ccccn23)nc2cc(C(F)(F)F)ccc12
  A: 5%	B: x	C: -2	D: 10%	E: x	F: -19%	G: -1%	H: x	I: 0.0%	J: x
COc1ccc(C(C)=NNc2ccc([N+](=O)[O-])cc2S(=O)(=O)Nc2ccccc2C(=O)O)c(OC)c1
  A: x	B: -75%	C: x	D: 11%	E: -8%	F: -2%	G: -14%	H: -6%[46.1 µM]	I: 0.1%	J: -4%
Cc1nn(C)c(C(=O)NNC(=S)NCc2ccco2)c1Br
  A: 0%	B: -20%	C: -4	D: -2%	E: 16%	F: 9%	G: 10%	H: -1%	I: -1.0%	J: 0%
COc1ccc(-n2c(SCC3OCCO3)nc3c(sc(=S)n3-c3ccccc3)c2=O)cc1OC
  A: -4%	B: 0%	C: 2	D: -2%	E: 45%	F: u	G: -2%	H: 11%	I: 0.0%	J: 0%
COc1ccc(N(C(=O)c2snc(C(N)=O)c2N)C(C(=O)NC2CCCC2)c2cccs2)cc1OC (stereo not given)
  A: -1%	B: -5%	C: -2	D: 4%	E: 14%	F: 0%	G: 0%	H: 5%	I: -0.2%	J: -3%
COc1ccc(-c2cc(C(=O)NC3CCCC3)no2)cc1OC
  A: -9%	B: 39%	C: -3	D: 10%	E: 3%	F: u	G: -3%	H: 5%	I: 0.2%	J: -3%
CCc1c(C)nc(SCC(=O)N2CC(C)OC(C)C2)[nH]c1=O (stereo not given)
  A: x	B: -5%	C: 2	D: 2%	E: 22%	F: u	G: -1%	H: 2%	I: -0.3%	J: 1%
CCc1ccccc1NC(=S)N1CCN(c2cccc(OC)c2)CC1
  A: 8%	B: -4%	C: 2	D: x	E: -9%	F: -13%	G: -4%	H: x	I: -0.9%	J: -1%
CC(CCc1ccccc1)NC(=O)C1CCN(C(=O)c2sccc2-n2cccc2)CC1 (stereo not given)
  A: 2%	B: -19%	C: x	D: -8%	E: -5%	F: u	G: -7%	H: 0%	I: -0.2%	J: -3%

A second format for three compounds above.
Screens in order – CXXC DNA block, BRCA1 expr up, TRPV1 ag, p53 reactivation, a7 integrin act, ELG1 DNA repair, A-T KAP1 phos, TCR activator, B2AR arrestin, PTAP TSG101 blk
- COc1ccc(-c2cc(C(=O)NC3CCCC3)no2)cc1OC
→ -9%, 39%, -3, 10%, 3%, u, -3%, 5%, 0.2%, -3%
- Cc1nn(C)c(C(=O)NNC(=S)NCc2ccco2)c1Br
→ 0%, -20%, -4, -2%, 16%, 9%, 10%, -1%, -1.0%, 0%
- CCc1c(C)nc(SCC(=O)N2CC(C)OC(C)C2)[nH]c1=O (stereo not given)
→ x, -5%, 2, 2%, 22%, u, -1%, 2%, -0.3%, 1%
